KDM4E inh = inhibitors of human JMJD2E histone demethylase; JMJD2E catalytic domain, FDH-coupled NADH fluorescence (FDH is formaldehyde dehydrogenase); Potency, µM (titrated, usually from 57.1 µM), for inactives: at the top dose activity change, negative = inhibition, usual class: inhibitors; hit rate 1.6% among 230,000; AID 2147; active = well fitted inhibition curve with a large enough effect, not every such curve was filed as active; inconclusive = small, poorly fitted or top-dose-only effect, or another doubt; inactive = no such curve, though single readings can be large or run the other way;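 also: 0% = wells with enzyme and -100% = buffer wells without enzyme; nearly all actives have a fitted effect of over 50% in size; many of its hits are not listed in these tables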
GoLoco inh red = blocks human Gai1 binding to RGS12 GoLoco peptide, red readout; Gai1:RGS12 GoLoco peptide FP, rhodamine, 10 min; hit rate 0.44% among 230,000; AID 880; Potency, µM (titrated, usually from 61.6 µM), without a hit: at the highest dose activity, negative = inhibition, hits mostly inhibitors; P63096; active = well fitted inhibition curve with a large enough effect, not every such curve was filed as active; inactive = no such curve, though single readings can be large or run the other way; also: nearly all actives have a fitted effect of over 30% in size; many of its hits are not listed in these tables
Target sequence (P63096 whole entry, looked up): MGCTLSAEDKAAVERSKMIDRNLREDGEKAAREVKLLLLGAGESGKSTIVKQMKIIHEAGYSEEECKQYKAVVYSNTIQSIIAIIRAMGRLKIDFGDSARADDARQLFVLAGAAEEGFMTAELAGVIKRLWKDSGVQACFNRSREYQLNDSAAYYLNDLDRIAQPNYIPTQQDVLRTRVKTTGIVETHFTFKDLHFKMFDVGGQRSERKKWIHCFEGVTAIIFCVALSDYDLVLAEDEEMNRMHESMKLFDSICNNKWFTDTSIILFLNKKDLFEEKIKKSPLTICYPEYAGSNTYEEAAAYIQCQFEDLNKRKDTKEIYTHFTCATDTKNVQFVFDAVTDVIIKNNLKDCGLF
RECQ1 inh = RECQ1 (human) helicase inhibition | RECQ1 DNA unwinding, red fluorescence kinetic read | P46063 | hit rate 0.54% among 240,000 | AID 2549 | Potency, µM (top dose mostly 57.3 µM), without a hit: at the highest dose activity, negative = inhibition, hits mostly inhibitors;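 also: plate controls were vehicle for no effect and no enzyme for full effect; nearly all actives have a fitted effect of over 30% in size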
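RECQ1T1 50 nM; forked duplex (20 bp + 30-nt ss tails) 200 nM, ATP 2 mM final; pH 8.0, 2 mM MgCl2, 2.5 ug/ml poly(dI-dC); 15 min compound preincubation; discontinuous kinetic read over 2 h at RT.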
Tau FP inhib = tau fibrillization inhibition (FP); P10636; hit rate 0.39% among 280,000; Potency, µM (doses to about 57.7 µM), for the others: at the top dose activity, negative = inhibition, actives largely listed as inhibitors; K18 P301L tau heparin fibrillization, Alexa594 FP, 6 h; also: nearly all actives have a fitted effect of over 55% in size
Target sequence (P10636 561-689 P618L limits assumed): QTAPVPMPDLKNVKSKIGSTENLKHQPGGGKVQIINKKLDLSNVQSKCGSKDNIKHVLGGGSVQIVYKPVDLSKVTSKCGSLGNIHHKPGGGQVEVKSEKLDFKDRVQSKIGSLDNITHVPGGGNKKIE
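Compound effects on tau fibrillization are measured by Alexa 594 fluorescence polarization (ex 555, em 632 nm). K18 P301L tau is used at 15 uM with 0.24 uM labeled tracer, and 20 uM heparin induces aggregation over 6 hr at 37 C.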
TRb-SRC2 inh = inhibitors of human thyroid hormone receptor beta-SRC2 interaction; AID 1469; P10828; Potency, µM (doses to about 106 µM), inactives show top-dose activity change, negative = inhibition, most hits filed as inhibitors; hit rate 0.065% among 280,000; TRbeta-SRC2 peptide binding, fluorescence polarization; receptor liganded with 1 µM T3;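 also: plate controls were bound peptide for no effect and peptide without receptor for full effect; nearly all actives have a fitted effect of over 50% in size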
Target sequence (P10828 whole entry, looked up): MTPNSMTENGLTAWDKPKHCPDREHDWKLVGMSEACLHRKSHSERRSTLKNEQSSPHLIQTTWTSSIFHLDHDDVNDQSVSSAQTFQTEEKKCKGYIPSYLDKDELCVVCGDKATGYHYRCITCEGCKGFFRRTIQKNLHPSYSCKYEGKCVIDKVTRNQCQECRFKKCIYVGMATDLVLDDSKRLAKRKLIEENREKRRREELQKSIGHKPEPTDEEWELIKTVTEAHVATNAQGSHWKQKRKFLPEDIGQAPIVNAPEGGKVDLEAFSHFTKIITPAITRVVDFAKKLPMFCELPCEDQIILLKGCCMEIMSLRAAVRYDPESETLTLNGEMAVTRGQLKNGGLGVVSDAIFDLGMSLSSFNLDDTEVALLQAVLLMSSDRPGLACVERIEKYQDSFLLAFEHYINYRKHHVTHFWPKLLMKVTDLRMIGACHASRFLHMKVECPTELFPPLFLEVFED
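A fluorescence polarization screen tested compounds at multiple concentrations against complex formation between 0.6 uM TRb ligand-binding domain and 20 nM Texas Red SRC2 peptide, with 1 uM T3 present; readout after 5 hr.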
TR SRC2 fluor cs = Texas Red fluorescence interference in TRb-SRC2 counter-screen. hit rate 0.29% among 280,000. Potency, µM (series often up to 106 µM), for inactives: at the top dose fluorescence change, negative = quenching. AID 1479. TRb/SRC2 Texas Red total fluorescence interference; active = well fitted curve in either direction with a large enough effect; inconclusive = small, poorly fitted or top-dose-only effect
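Human TRβ ligand-binding domain (0.6 uM) and Texas Red SRC2 peptide (20 nM) in Tris buffer with 1 uM T3 and 5% DMSO were incubated with pinned compound for 5 hr at ambient temperature. Total fluorescence was computed as S + 2P (555/632 nm).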
L3MBTL1 block = L3MBTL1 (human) inhibition | AID 485360 | hit rate 0.66% among 230,000 | Potency, µM (series often up to 57.1 µM), for inactives: top-dose activity, negative = inhibition, usual class: inhibitors | AlphaScreen L3MBTL1–H3K9me1 peptide binding | Q9Y468; also: nearly all actives have a fitted effect of over 60% in size
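L3MBTL1 (50 nM) pre-complexed 30 min with biotinylated H3(1-15)K9me1 peptide (75 nM), then compounds added for 30 min at room temperature; AlphaScreen streptavidin donor/nickel chelate acceptor beads (10 ug/mL final) read after 30 min dark incubation.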
Tau ThT inhib = tau fibrillization inhibition (ThT binding); P10636; recombinant tau K18 P301L, heparin-induced fibrillization, ThT fluorescence; Potency, µM (series often up to 57.4 µM), without a hit: top-dose activity, negative = inhibition, usual class: inhibitors; hit rate 2.1% among 270,000; also: nearly all actives have a fitted effect of over 55% in size
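ThT emission at 510 nm, taken 1 hr after adding 30 uM dye, quantifies aggregates formed when 20 uM heparin acts on human tau K18 P301L for 6 hr at 37 C.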
* marks the source's active call; other numbers are inactive results; i = inactive; ? = inconclusive; / = not tested or not shown; & = joins results of further samples; [ ] = dose if it differs, or a comment. Unless noted, calls follow the shape of the dose curve; as a rule, active = well fitted curve in the direction sought with a large enough effect; inconclusive = small, poorly fitted or top-dose-only effect, or another doubt; inactive = no such curve, though single readings can be large; an effect the other way counts as inactive or inconclusive. Unless noted, % is scaled to controls: 0 for no effect and ±100 for the full control effect; potency is read from the fitted curve at half-maximal effect. Some of the compounds tested, so the mix of outcomes need not match the whole.

SMILES | KDM4E inh | GoLoco inh red | RECQ1 inh | Tau FP inhib | TRb-SRC2 inh | TR SRC2 fluor cs | L3MBTL1 block | Tau ThT inhib
CC(C)(C)NC(=O)N1CCC(CO)(Cc2ccccc2Cl)CC1 | 0% | 8% | i | 1% | 0% | 2% | 4% | -1%
O=C(COC(=O)c1ccc(N2CCCC2=O)cc1)NCc1ccco1 | -27% | 11% | -9% | 7% | -4% | -4% | 3% | 11%
CCOc1ccc(Cn2nnc(C(=O)NCCc3ccccc3)c2N)cc1 | -5% | 0% | -9% | 0% | -5% | 0% | / | -8%
Cc1[nH]n(-c2ncc(-c3ccccc3)s2)c(=O)c1C(c1ccc(Cl)cc1)C(C#N)C#N (stereo unspecified) | -29% | -3% | -21% | ? | -6% | -14% | -17% | 14µM*
Cc1ccc2[nH]c(=O)c3cc(C(=O)NCCN4CCN(C)CC4)sc3c2c1 | ? | 4% | 21% | -1% | -2% | -2% | ? | -10%
COCCNC(=O)/C(C#N)=C/c1cc(C)n(-c2ccc(C)cc2)c1C | ? | 0% | -8% | 11% | 0% | -1% | -20% | ?
COC/C=C/C1=CC2=CC(=O)C(C)(OC(=O)c3cnc4ccccc4n3)C(=O)C2=CN1CCCOC(C)C (stereo unspecified) | -8%[11.4 µM] | -2%[14.2 µM] | i[11.5 µM] | -4%[11.6 µM] | -3%[11.2 µM] | -3%[11.2 µM] | / | ?
O=C(Nc1ccccc1-c1ccccc1)C12CC3CC(CC(C3)C1)C2 | 2% | 5% | i | 2% | 1% | 0% | 9% | -8%
COc1ccc(/C(N)=N/OC(=O)CCc2ccccc2)cc1OC | -25% | -1% | i | 5% | 3% | -2% | 23% | -17%
CCOC(=O)CSc1ncnc2c1cnn2-c1ccc(Cl)cc1 | 5% | -13% | -2% | -10% | 0% | -2% | -1% | ?
Cc1c(Cc2ccc3c(c2)OCO3)sc(NC(=O)c2ccc3ccccc3c2)c1C(N)=O | -25% | 0% | -17% | ? | 5% | -1% | 2% | ?
Cc1ccc(-c2csc(NC(=O)c3ccc(C)o3)n2)cc1 | ? | 14% | 0% | -10% | 4% | -3% | -1% | ?
O=c1cc(-c2ccc3c(c2)OCO3)oc2ccccc12 | ? | 3% | -1% | 7% | 2% | -1% | 3% | ?
Cc1cc(C)cc(N(CC(=O)NC2CCCC2)C(=O)C2(C)CC(=O)N=C3C=CC=CN32)c1 (stereo unspecified) | ? | 9% | -3% | -4% | 7% | 0% | 4% | -1%
CC(=O)OCC1=C(C(=O)O)N2C(=O)C(NC(=O)c3ccc(COc4cccc(Cl)c4Cl)o3)C2SC1 (stereo unspecified) | 5% | 2% | -16% | ? | -9% | -1% | ? | ?
Cc1cccc(C)c1NC(=O)C(NS(=O)(=O)c1ccc2c(c1)CCC(=O)N2)c1ccccc1 (stereo unspecified) | / | / | / | 3% | 2% | -3% | / | 3%
COC(=O)c1ccc(C2c3c(oc4ccccc4c3=O)C(=O)N2CCCN2CCOCC2)cc1 (stereo unspecified) | -10% | 0% | -2% | -2% | 3% | 3% | 4% | -7%
Cc1cc(-c2nnc3n2N=C(c2ccc(F)cc2)CS3)n[nH]1 | -8% | 11% | -3% | -4% | 1% | -1% | 5% | -6%
Fc1ccc(Nc2nc(-c3ccncc3)nc3ccccc23)cc1 | 6% | 0% | -7% | -14% | -3% | -1% | 3% | -3%
CCCC(=O)N1CC(=O)Nc2ccc(Cl)cc2C1c1ccc(F)cc1 (stereo unspecified) | / | / | / | -4% | -4% | 1% | / | 2%
COc1ccc2c(c1)Sc1ccccc1N2 | -3% | -3% | -11% | -11% | -8% | -1% | ? | 10µM*
Cn1c(CCNC(=O)c2ccc(F)cc2)nc2ccccc21 | -2% | -2% | i | -3% | -16% | 1% | -4% | -5%
COC(=O)c1ccc(CSc2nnnn2C)o1 | -8% | -9% | -3% | -5% | 13% | 5% | -9% | 5%
CSC[C@@H]1NC(=S)N(c2ccc(C)cc2)C1=O | 2% | 7% | 0% | ? | -4% | -1% | -12% | 5%
CN(C1CCCCC1)S(=O)(=O)c1ccc(NC(=O)Cn2nc(-c3ccc(F)cc3)ccc2=O)cc1 | ? | 10% | -7% | ? | 6% | 0% | 2% | ?
CCCCN=c1sc(C(=O)OC)cc(=O)n1CCCC | 2% | 1% | -3% | -8% | 0% | -1% | 2% | 3%
COc1cccc(CC(=O)Nc2c(C(=O)N3CCN(c4ccccc4)CC3)oc3ccccc23)c1 | / | / | / | 3% | -9% | -2% | / | 5%
COc1ccc(NC(=O)CC2Oc3ccc(C)cc3NC2=O)cc1 (stereo unspecified) | -3% | 2% | -10% | -2% | -5% | -2% | / | -15%
CCOc1ccc(CNC(=O)CCS(=O)(=O)c2cc3c4c(c2)CCN4C(=O)CC3)cc1OC | / | / | / | 0% | 0% | 0% | / | ?
Cc1cccc(-c2nnc(SCC(=O)N3c4ccccc4CCc4ccccc43)n2C)c1 | -5% | -5% | -1% | 5% | -19% | 1% | 3% | -3%
COC(=O)c1c(C)[nH]c(C(=O)CSc2nnnn2-c2ccccc2)c1C | 5% | 14% | 11% | -8% | -6% | -1% | / | -8%
COc1ccc(OC)c(C(=O)C2COC(=O)C2)c1 (stereo unspecified) | ? | -2% | i | -6% | -18% | 2% | -23%[11.4 µM] | ?
Cc1ccc(CNC(=O)c2sc3ccc(S(=O)(=O)N4CCCCC4)cc3c2N)cc1 | ? | 6% | -4% | -2% | -3% | -2% | -6% | -9%
Cc1ccc(N2OC3C(=O)NC(=O)C3C2c2ccco2)cc1 (stereo unspecified) | -10% | 6% | 8% | -7% | 1% | -2% | 4% | -4%
O=C(Nc1nnc(N2CCCCCC2)s1)c1cc(-c2ccc(Br)cc2)on1 | 6% | 5% | 0% | 6% | 0% | -3% | -4% | ?
COc1cccc(NC(=O)c2cccc(OC)c2OC)c1 | -2% | -1% | -12% | -2% | -1% | -4% | 1%[11.4 µM] | -17%
Cc1ccc(C(=O)NC(C)c2ccccc2)cc1Br (stereo unspecified) | -7% | -6% | 1% | -2% | 2%[53 µM] | -2%[53 µM] | 6% | 8%
Cc1nc2nc(C)c(CCC(=O)NCc3ccccc3)c(C)n2n1 | / | / | / | -1% | -5% | 0% | / | -4%
CCCc1ncc(C(O)(c2ccccc2)c2ccc(C)cc2)n1C (stereo unspecified) | 0% | -2% | -2% | -3% | -4% | 1% | 1% | -1%
Cc1ccc(-n2c(Cl)c(Cl)nc(Cl)c2=O)cc1 | -22% | 2µM* | -10% | ? | -6% | -2% | 0% | ?
O=C(O)Cc1cccc(OCCCN(Cc2cccc(C(F)(F)F)c2Cl)CC(c2ccccc2)c2ccccc2)c1 | / | 8% | ? | ? | 7% | -15% | / | ?
O=C(Cc1coc2ccc3ccccc3c12)N1CCc2ccccc21 | -2% | 21% | -2% | -4% | -19% | -3% | -3% | -15%
COC(=O)[C@H](C)[C@@H]1C[C@@]1(C)[C@@H](NC(=O)OCc1ccccc1)c1ccccc1 | -5%&9% | 1%&-5% | -6%&-8% | -1%&9% | -1%&4% | -1%&0% | 13% | -18%&-10%
O=C(Nc1ccc(C2CC2(Cl)Cl)cc1)c1ccccc1Br (stereo unspecified) | 1% | 2% | -9% | 7% | 0% | -6% | 51%[activator] | 5%

Random excerpt: five compounds from above
SMILES | KDM4E inh | GoLoco inh red | RECQ1 inh | Tau FP inhib | TRb-SRC2 inh | TR SRC2 fluor cs | L3MBTL1 block | Tau ThT inhib
O=C(O)Cc1cccc(OCCCN(Cc2cccc(C(F)(F)F)c2Cl)CC(c2ccccc2)c2ccccc2)c1 | / | 8% | ? | ? | 7% | -15% | / | ?
COCCNC(=O)/C(C#N)=C/c1cc(C)n(-c2ccc(C)cc2)c1C | ? | 0% | -8% | 11% | 0% | -1% | -20% | ?
O=C(Nc1ccc(C2CC2(Cl)Cl)cc1)c1ccccc1Br (stereo unspecified) | 1% | 2% | -9% | 7% | 0% | -6% | 51%[activator] | 5%
COc1ccc(OC)c(C(=O)C2COC(=O)C2)c1 (stereo unspecified) | ? | -2% | i | -6% | -18% | 2% | -23%[11.4 µM] | ?
CCCCN=c1sc(C(=O)OC)cc(=O)n1CCCC | 2% | 1% | -3% | -8% | 0% | -1% | 2% | 3%

Screening results as filed in PubChem BioAssay.
